STEP inh = inhibitors of human striatal-enriched phosphatase STEP; inhibition, % at 20 µM; P54829; recombinant STEP, OMFP fluorogenic substrate, fluorescence; AID 588621; 360,000 compounds, 0.25% hits;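 active means inhibition at 20 µM, scaled per plate between control wells, above about 37%, limit read from the data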;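 further: 0% = DMSO with enzyme and substrate and 100% = substrate only without enzyme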
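Material: STEP (striatal-enriched tyrosine phosphatase) enzyme, cell-free | Medium: 50 mM Bis-Tris pH 6.0 with 2.5 mM DTT and 0.005% Tween 20 | Read-out: Percent inhibition scaled to no-enzyme and uninhibited-enzyme controls, plate-pattern corrected | Signal: Fluorescence read at 480 nm ex / 540 nm em | Times: 20 min reaction, room temperature, in the dark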
CSN inh = blocks human CSN-mediated cullin deneddylation. Q92905. Purified CSN, SCF-Nedd8-OG deneddylation, fluorescence polarization. inhibition, % at 12.5 µM. 360,000 compounds, 0.38% hits;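 active means pattern-corrected inhibition above about 35%, with an unprinted fluorescence ratio check between 0.5 and 1.5, limit read from the data, passing the limit was not always enough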;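 further: 0% = enzyme with substrate and 100% = substrate without enzyme; some results filed as inactive read as strong as hits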
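Assay system: purified human Csn5 enzyme expressed in HEK293T cells; measure: % inhibition; also added: SCFSkp2-Nedd8OG substrate at 10 nM final; technique: fluorescence polarization; times: reaction 90 min, room temperature; medium: Tris buffer pH 7.5, NaCl, DTT, Tween-20, trehalose, ovalbumin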
DNMT1 block = blocks human DNA methyltransferase DNMT1. inhibition (reported as % activation of signal), % at 10 µM. P26358. 360,000 compounds, 0.83% hits. DNMT1 molecular beacon, Hinp1I cleavage, fluorescence; in the data active means inhibition above about 50%
SUMO1 PPI mod = modulators of human SUMO1-mediated protein-protein interactions; P63165; 360,000 compounds, 0.33% hits; AID 602429; SUMO1 binding to a labelled peptide, TR-FRET, 1 h; inhibition, % at 20 µM; in the data active means inhibition above about 37%
Target sequence (P63165 whole entry, looked up): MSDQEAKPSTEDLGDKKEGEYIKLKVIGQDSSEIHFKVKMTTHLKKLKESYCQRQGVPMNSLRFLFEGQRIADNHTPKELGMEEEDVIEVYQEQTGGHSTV
NadD inh = blocks S. aureus nicotinate mononucleotide adenylyltransferase; purified NadD enzyme, colorimetric absorbance read-out; inhibition, % at 20 µM; 360,000 compounds, 0.78% hits; AID 602399; in the data active means inhibition above about 26%; further: some compounds past the cut are filed as inactive
Tb MetRS inh = blocks T. brucei methionyl-tRNA synthetase activity; purified T. brucei MetRS, ATP depletion, Kinase-Glo luminescence; inhibition, % at 11.9 µM; 360,000 compounds, 0.4% hits;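 active means inhibition above a per-plate cutoff of the control wells' mean inhibition plus 3 SD, cut at about 5.5% in these data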;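 further: 0% = DMSO wells median and 100% = median of wells with control inhibitor compound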
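Measured by: Kinase-Glo luciferase luminescence reporting remaining unconsumed ATP. Material: purified T. brucei MetRS enzyme. Doses: 11.9 µM compound single dose, 0.9% DMSO. Medium: HEPES buffer containing pyrophosphatase, BSA, spermine, DTT. Times: 15 min preincubation, 2 h reaction, all 25 °C. Reagent: methionine, ATP and bulk E. coli tRNA.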
PABP1 MLLE inh = inhibitors of microRNA-mediated deadenylation, human PABP1 MLLE binding | P11940 | GST-MLLE / FITC-PAM2 fluorescence polarization | inhibition, % at 20 µM | 360,000 compounds, 0.36% hits; in the data active means inhibition above about 35%, passing the limit was not always enough;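 further: plate controls were DMSO wells with GST-MLLE for no effect and wells lacking GST-MLLE protein for full effect; some results filed as inactive read as strong as hits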
Rpn11 inh = inhibitors of human proteasome Rpn11; O00487; human 26S proteasome, Ub4-pepOG fluorescence polarization; 20S core pre-blocked with epoxomicin; calls only at 20 µM; 360,000 compounds, 0.59% hits; AID 588493;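 active means inhibition at 20 µM, scaled to each plate's controls, above about 33%, limit read from the data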
Target sequence (O00487 whole entry, looked up): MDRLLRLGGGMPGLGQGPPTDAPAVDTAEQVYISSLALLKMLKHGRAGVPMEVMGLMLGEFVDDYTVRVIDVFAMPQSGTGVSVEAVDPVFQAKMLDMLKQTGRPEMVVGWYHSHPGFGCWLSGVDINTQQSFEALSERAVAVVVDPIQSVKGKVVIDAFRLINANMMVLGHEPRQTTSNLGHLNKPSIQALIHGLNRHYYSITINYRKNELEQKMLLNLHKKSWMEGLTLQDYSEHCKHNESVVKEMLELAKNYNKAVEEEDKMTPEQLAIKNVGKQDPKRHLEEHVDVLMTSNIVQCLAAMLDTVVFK
Scp-1 inhibitor = Scp-1 (human) phosphatase inhibition; Recombinant Scp1, phosphopeptide, malachite green phosphate absorbance; Q9GZU7; AID 493091; 340,000 compounds, 0.88% hits; inhibition, % at 20 µM;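 active means inhibition above about 50% at 20 µM, limit read from the data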;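 further: plate controls were DMSO wells with enzyme for no effect and wells lacking enzyme for full effect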
Target sequence (Q9GZU7 76-261 limits assumed): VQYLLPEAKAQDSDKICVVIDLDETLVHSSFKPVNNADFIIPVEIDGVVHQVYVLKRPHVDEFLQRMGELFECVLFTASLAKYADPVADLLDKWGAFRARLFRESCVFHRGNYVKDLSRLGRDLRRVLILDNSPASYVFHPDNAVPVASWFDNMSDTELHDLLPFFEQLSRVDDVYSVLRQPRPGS
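System: truncated SCP-1 phosphatase (76-261aa); medium: Tris acetate buffer pH 5.5 with MgCl2 and Tween-20; incubation: 45 min room-temperature reaction, 5 min colour, 30 min stabiliser; compound: single 20 µM dose, 1% DMSO; reagent: Phosphorylated 17-residue peptide substrate; read-out: % inhibition at 20 µM; technique: colorimetric free-phosphate detection, absorbance 630 nm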
LMPTP inh = blocks human LMPTP phosphatase | P24666 | recombinant LMPTP-A, OMFP fluorogenic substrate, fluorescence intensity | inhibition, % at 20 µM | 360,000 compounds, 0.22% hits | AID 651560;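 active means compounds that cut the enzyme signal by at least half of the control window in the single-dose screen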;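 further: plate controls were DMSO wells with enzyme plus substrate for no effect and substrate without enzyme for full effect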
Target sequence (P24666 whole entry, looked up): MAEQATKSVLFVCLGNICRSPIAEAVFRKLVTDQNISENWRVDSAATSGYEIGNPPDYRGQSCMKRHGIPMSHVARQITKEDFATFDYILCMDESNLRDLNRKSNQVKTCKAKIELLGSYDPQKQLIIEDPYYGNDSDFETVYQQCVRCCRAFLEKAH
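material = LMPTP-A | quantity = 0.625 nM enzyme | reagent = OMFP substrate, 400 µM final | buffer or medium = Bis-Tris pH 6.0, DTT, detergent | detection = endpoint fluorescence intensity from OMFP dephosphorylation | dosing = single 20 µM dose | read-out basis = % inhibition relative to no-enzyme and uninhibited control wells | control set = no-enzyme and uninhibited controls | timing = 50 min at room temperature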
Active calls of the source: *; i = inactive; x = no result given. This is a random part of the collection; any-hit rate near 3.6%.

no.	structure	STEP inh	CSN inh	DNMT1 block	SUMO1 PPI mod	NadD inh	Tb MetRS inh	PABP1 MLLE inh	Rpn11 inh	Scp-1 inhibitor	LMPTP inh
1	Cc1cccc(C)c1N=Nc1c(C)cc(O)cc1C	-1.6	2.8	7.4	-0.9	-11.2	-1.2	5.1	i	-9.5	1.4
2	Cc1cccc(C)c1NC(=O)NC1(C(=O)N2CCCCC2)CCCCC1	-4.2	1.6	0.1	6.1	5.0	-0.5	6.4	i	-7.9	-0.3
3	C=CCOC(=O)C1=C(C)NC(=O)NC1c1ccc(O)cc1 (stereo not drawn)	-0.1	2.8	-0.1	0.7	-3.1	-0.2	-8.8	i	-0.6	-3.0
4	COc1ccc(N=C2S/C(=C\c3ccc(C)o3)C(=O)N2CC(C)C)cc1	1.8	9.0	-4.8	-4.4	8.1	-0.1	15.3	i	-10.9	4.0
5	Cc1oc(C(C)(C)C)cc1C(=O)Nc1cccc(C(=O)O)c1	-0.5	-8.7	-2.5	0.7	-5.9	-0.4	-15.3	i	-6.5	-1.8
6	Cn1c(N2CCOCC2)c(/C=N/O)c2ccccc21	-3.5	4.1	-1.1	0.1	-1.2	-0.4	25.5	i	-5.0	-1.4
7	CCCc1cc(=O)oc2cc(C)cc(OCC(=O)N3C[C@H]4C[C@@H](C3)c3cccc(=O)n3C4)c12	-2.9	1.5	3.5	-5.9	4.6	-1.2	-9.1	i	x	0.9
8	N#CC1(NC(=O)COC(=O)c2ncc(Cl)c(Cl)c2Cl)CCCCC1	1.2	3.0	0.7	-0.5	-4.6	-0.6	-19.6	i	-3.9	-1.4
9	O=C(O)c1cc(S(=O)(=O)Nc2ccc(OCc3ccccc3)cc2)ccc1Br	0.5	7.6	-3.0	-1.5	-3.5	0.2	8.4	i	-14.8	0.1
10	O=C(NCCc1ccccn1)c1cccc(S(=O)(=O)N2CCCCCC2)c1	0.1	-0.9	1.5	-0.6	-1.7	0.0	0.2	i	2.0	0.1
11	Cc1ccc(-n2c(-c3ccc(Cl)cc3Cl)n[nH]c2=S)cc1	0.5	-1.8	-1.1	14.5	0.8	0.1	0.8	i	-3.9	-0.3
12	NS(=O)(=O)c1ccc(NC(=O)c2cc(-c3cccs3)nc3ccccc23)cc1	-1.9	-20.2	1.3	-5.3	2.9	-0.2	1.5	i	-8.7	1.4
13	O=C(Nc1nnc(-c2ccc(Cl)cc2)o1)c1ccc(N2C(=O)CCC2=O)cc1	0.6	-8.7	7.3	14.1	3.4	-0.9	6.0	i	-7.1	0.7
14	CN(CC(=O)Nc1ccc(F)cc1Cl)Cc1cccs1	-3.8	-3.5	-0.6	7.0	-4.6	-0.8	6.0	i	-2.0	0.4
15	COc1ccc(CCNCC(C)c2ccccc2)cc1 (stereo not drawn)	1.1	-1.0	1.3	2.0	-4.3	-0.4	-13.3	i	-18.6	-1.8
16	CC(=O)N1CCN(c2ccc(NC(=S)NC(=O)c3ccccc3)cc2)CC1	2.8	0.2	-1.1	-9.4	2.7	-0.1	31.9	i	-8.3	-1.5
17	Cc1nc2ccccc2cc1C(=O)N/N=C/c1cccc([N+](=O)[O-])c1	1.6	-1.8	0.5	-20.8	1.0	-0.4	0.1	i	-1.0	-0.7
18	O=C(c1ccccc1F)N1CCC(N2CCCCCC2)CC1	-1.1	1.0	-4.1	16.9	1.1	0.4	3.5	i	-2.0	-0.4
19	O=C(NCCN1CCN(c2ccccc2)CC1)Nc1ccccc1Cl	-0.2	-0.3	0.3	-0.9	-4.1	-0.8	2.7	i	-11.0	-1.2
20	COCCNC(=O)c1[nH]c(C(F)(F)F)nc1-c1ccccc1	0.4	6.7	3.2	5.7	-5.2	-0.6	12.4	i	x	-2.5
21	Cc1cccc(NS(=O)(=O)c2ccc(C)c(C(=O)NC3CCN(Cc4ccccc4)CC3)c2)c1	-4.4	1.5	-3.2	-8.3	3.3	-0.3	-27.2	i	1.1	0.8
22	C=CCNC(=S)Nc1nc2c(cc1C(=O)OCC)CCCC2	2.0	6.9	3.7	0.8	-8.4	-1.2	-27.3	i	2.1	-1.0
23	CC(=O)N1CCCC(C)(C(=O)Nc2cccc(OC(C)C)c2)C1 (stereo not drawn)	1.1	-1.8	-0.1	1.1	4.6	-0.1	-6.6	i	x	-0.3
24	COc1ccc(C(=O)Nc2ccc3[nH]ncc3c2)cc1	-0.3	-1.1	1.4	6.0	-6.2	-2.0	1.3	i	-2.0	-0.4
25	COc1ccc(S(=O)(=O)N(CC(=O)NCC2CCCO2)c2ccc(Cl)cc2)cc1 (stereo not drawn)	-2.4	4.7	1.1	0.6	-0.2	-0.5	-1.0	i	1.8	-0.6
26	O=C(Nc1ccc(C(=O)O)cc1)/C(=C\c1ccco1)NC(=O)c1ccccc1Cl	2.5	4.0	1.9	-2.3	-2.3	0.6	1.2	i	14.7	0.3
27	CCNC(=O)c1ccc(CSc2nc3ccccc3s2)cc1	4.2	0.5	-4.3	2.6	0.0	0.8	7.5	i	-12.7	1.9
28	O=C(Cn1nc(C(F)(F)F)c2c1CCC2)Nc1ccccc1C(F)(F)F	0.9	-0.7	1.0	1.7	6.6	-1.1	-14.3	i	-6.7	2.2
29	CC(C)CNC(=O)c1cccc2c(-c3cccnc3)coc12	-2.7	0.1	4.3	3.3	-1.7	-0.3	-13.3	i	x	-0.1
30	COC(=O)C1=C(C)N(C)C(=S)N(C)C1c1ccc(OC)cc1 (stereo not drawn)	-0.5	-12.8	4.5	1.4	-6.5	0.4	-38.8	i	-11.0	0.3
31	CC(=O)c1c(COC(=O)c2ccc(F)cc2)nc2ccccc2[n+]1[O-]	-3.3	3.4	3.8	-34.9	-4.1	-0.2	8.2	i	-12.5	0.0
32	COC(=O)c1ccc(NC(=O)CSc2nc3ncccc3[nH]2)cc1	0.4	31.4	7.1	6.1	-9.7	0.6	-17.4	i	2.7	-2.3
33	CCOc1ccc(NC(=S)N(C)C)cc1	-1.7	7.1	4.6	-2.4	-2.8	0.6	-84.8	i	-7.2	0.3
34	CC1=C(C(=O)N2CCOCC2)CC(CC(=O)NCCCCc2ccccc2)C(=O)N1CCC1=CCCCC1 (stereo not drawn)	-0.3	1.9	1.7	3.6	0.7	-1.5	0.0	i	x	-0.1
35	COc1cc(OC)cc(C(=O)NNC(=O)CN2C(=O)NC3(CCCC3)C2=O)c1	0.5	-4.3	-0.2	4.2	6.9	-0.5	6.5	i	-2.5	-2.1
36	O=C(COc1ccc(Cl)cc1)NCc1nnc(SCC(=O)N2CCCC2)o1	-1.4	5.2	0.3	0.9	-1.1	-0.5	-1.8	i	3.0	-0.5
37	CCOC(=O)C1(Cc2cccc(F)c2)CCN(C(=O)c2cnc(C)cn2)CC1	1.2	-4.7	0.7	0.7	-5.4	-1.2	-10.4	i	-2.2	-0.1
38	Cc1ncc([N+](=O)[O-])n1CC(=O)Nc1ccc(F)cc1	-2.8	3.4	0.7	-5.0	-6.5	0.2	-1.0	i	-15.4	-1.4
39	CC1CCc2cc(F)ccc2N1S(=O)(=O)c1ccc(F)cc1 (stereo not drawn)	-0.9	4.6	0.3	-0.4	-9.6	0.3	1.8	i	-11.5	-0.9
40	Cn1cc(C(=O)N/N=C/C=C/c2ccccc2)ccc1=O	-0.6	-8.5	0.8	-13.1	1.4	-0.4	12.5	i	7.3	-0.7

Quoted from the listing.
`CC(=O)c1c(COC(=O)c2ccc(F)cc2)nc2ccccc2[n+]1[O-]` | Scp-1 inhibitor = -12.5
`C=CCNC(=S)Nc1nc2c(cc1C(=O)OCC)CCCC2` | NadD inh = -8.4

New compounds follow
no.	structure	STEP inh	CSN inh	DNMT1 block	SUMO1 PPI mod	NadD inh	Tb MetRS inh	PABP1 MLLE inh	Rpn11 inh	Scp-1 inhibitor	LMPTP inh
41	CCN(CC(=O)NCc1cccs1)C(=O)c1cccc(S(=O)(=O)Nc2ccc(F)cc2)c1	-0.3	-2.6	5.5	2.6	2.2	0.0	4.7	i	0.5	0.0
42	CCN1CCN(c2ccc(S(=O)(=O)N3CCCC3)cn2)CC1	-4.2	2.6	-3.9	-2.1	-10.2	-0.2	1.9	i	-6.5	-2.5
43	CCC(=O)NCCCCCCCCCNC(=O)CC	-2.1	-1.9	0.9	-4.3	-2.8	-0.8	8.9	i	11.9	-0.8
44	CN(C(=O)c1cccnc1)c1nnc(-c2ccccn2)s1	-1.6	-6.1	0.4	-1.1	0.9	-0.2	-17.6	i	-2.2	0.0
45	COc1ccccc1-c1cc(C(=O)NCCN2CCOCC2)no1	-2.3	5.9	0.6	-1.7	4.2	-0.4	14.5	i	-1.1	-1.7
46	CCN1C(=O)N[C@@H](c2ccccc2)C(C(=O)OC)=C1C	0.9	4.2	4.2	7.7	-2.6	0.2	10.7	i	-5.8	0.0
47	CCOc1cc(C(=O)NC)cc(Br)c1OC	-0.6	-2.5	-3.1	-2.1	-12.5	-0.9	5.9	i	-9.1	-2.0
